High-throughput results deposited in PubChem BioAssay by several laboratories.
MsrA inh – inhibits bovine methionine sulfoxide reductase A; purified bovine MsrA, absorbance read-out; inhibition, % at 15.5 µM; hit rate 0.75% among 360,000; AID 651718; in the data active means inhibition above about 4.5%;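 further: 0% = vehicle wells with enzyme and 100% = reference inhibitor wells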
eLon inh – inhibitors of E. coli Lon protease. P0A9M0. hit rate 0.42% among 360,000. AID 602123. inhibition, % at 7.94 µM. purified E. coli Lon protease, fluorescence polarization; in the data active means inhibition above about 13%, passing the limit was not always enough;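 further: 0% = enzyme with probe and DMSO and 100% = no enzyme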
Tb MetRS inh – Trypanosoma brucei MetRS inhibition. purified T. brucei MetRS, ATP depletion, Kinase-Glo luminescence. inhibition, % at 11.9 µM. hit rate 0.4% among 360,000. AID 624268;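 active means inhibition above a per-plate cutoff of the control wells' mean inhibition plus 3 SD, cut at about 5.5% in these data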;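 further: 0% = DMSO wells median and 100% = median of wells with control inhibitor compound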
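Material – parasite MetRS enzyme · Medium – HEPES-MgCl2-KCl buffer plus DTT, spermine, BSA, pyrophosphatase · Reagent – ATP, methionine and E. coli bulk tRNA substrates · Times – 15 min enzyme-compound preincubation, 2 h reaction, 10 min detection, 25 °C · Measured by – luminescence of leftover ATP · Evaluation – percent inhibition relative to median high and low control wells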
FAS-TE inh – inhibitors of human fatty acid synthase thioesterase domain; recombinant FAS-TE, OMFH fluorogenic substrate, fluorescence endpoint; inhibition, % at 15 µM; hit rate 0.67% among 360,000;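 active means compounds whose normalised, plate-corrected inhibition of enzyme fluorescence in the single-dose primary screen is 50% or more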;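 further: 0% = DMSO with enzyme and 100% = substrate without enzyme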
CSN inh – CSN deneddylation inhibition; Q92905; Purified CSN, SCF-Nedd8-OG deneddylation, fluorescence polarization; inhibition, % at 12.5 µM; hit rate 0.38% among 360,000;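 active means pattern-corrected inhibition above about 35%, with an unprinted fluorescence ratio check between 0.5 and 1.5, limit read from the data, passing the limit was not always enough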;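 further: 0% = enzyme with substrate and 100% = substrate without enzyme; some results filed as inactive read as strong as hits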
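Assay system: HEK293T-derived human Csn5 enzyme; quantity: 0.24 nM enzyme; medium: Tris/NaCl/DTT buffer, pH 7.5; also added: substrate SCFSkp2-Nedd8OG, 10 nM; doses: 12.5 µM compound; schedule: 90 min reaction at room temperature; signal: FP; read-out: % inhibition of substrate cleavage by Csn5; benchmarks: substrate-only high control, full reaction low control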
Neddyl block – inhibitors of human cullin neddylation. hit rate 0.58% among 360,000. calls only at 25 µM. P61081+Q13564. AID 651699. TR-FRET cullin neddylation, biochemical; in the data active means inhibition above about 36%
PABP1 MLLE inh – inhibitors of microRNA-mediated deadenylation, human PABP1 MLLE binding. P11940. GST-MLLE / FITC-PAM2 fluorescence polarization. inhibition, % at 20 µM. hit rate 0.36% among 360,000. AID 588489; in the data active means inhibition above about 35%, passing the limit was not always enough;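 further: plate controls were DMSO wells with GST-MLLE for no effect and wells lacking GST-MLLE protein for full effect; some results filed as inactive read as strong as hits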
bovine MsrA act – activators of bovine methionine sulfoxide reductase A. hit rate 0.3% among 360,000. activation, % at 10.6 µM. purified bovine MsrA, absorbance read-out; in the data active means activation above about 7.5%;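 further: 0% = vehicle and 100% = reference activator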
Rin1 Abl inh – human Rin1-Abl interaction inhibition; P00519+Q13671; TR-FRET Rin1/Abl binding, biochemical; inhibition, % at 7.35 µM; hit rate 0.4% among 360,000; AID 588664; in the data active means inhibition above about 5%, passing the limit was not always enough
An asterisk follows results filed as active; i = inactive; · = no result given.

Structure	Tb MetRS inh	Rin1 Abl inh	MsrA inh	PABP1 MLLE inh	CSN inh	FAS-TE inh	Neddyl block	eLon inh	bovine MsrA act
Cn1c(=O)c(C(=O)CN2CCc3ccccc32)c(N)n(Cc2ccccc2)c1=O	0.4	1	-0.8	12	1	6	i	0	-3
COc1ccc(-c2noc(CCC(=O)NCCCN3CCC(Cc4ccccc4)CC3)n2)cc1	-0.1	-2	-0.7	1	-2	-5	i	-5	-4
CCCCNc1nc(NCc2ccccc2)nc2ccccc12	10*	·	0.1	·	3	-28	i	-5	3
c1ccc(-c2ccccc2OCc2nnc3n2CCC3)cc1	-0.5	1	0.5	-6	-7	-4	i	5	-9
CCOC(=O)C1=NN(C(=O)Nc2cccc(C(F)(F)F)c2)C2C(=O)N(c3cccc(C(F)(F)F)c3)C(=O)C12 (configuration not stated)	0.0	3	0.6	-12	1	22	i	-1	2
CC(=O)N1c2ccc(S(=O)(=O)N3CCC(C(=O)NC4CCCC(C)C4C)CC3)cc2CC1C (configuration not stated)	-0.4	1	0.3	-12	-1	-1	i	-1	-2
CC(=O)Nc1nnc(S(=O)(=O)N2CCN(c3ccc([N+](=O)[O-])cc3Cl)CC2)s1	5.2	-1	-0.7	12	3	20	i	-4	2
CCOC(=O)c1c(C)[nH]c(N=Nc2ccccc2)c1C	-0.3	2	0.1	7	-2	19	i	-8	3
Cc1ccc(Oc2nc3ccccn3c(=O)c2/C=C(\C#N)C(=O)Nc2c(C)n(C)n(-c3ccccc3)c2=O)c(C)c1	0.6	0	1.1	8	-5	1	·	-1	-1
O=C(CN1CCCCC1)Nc1ccc(F)c(Cl)c1	-0.4	2	-1.2	5	1	-6	i	-1	-5

Compound profiles, as listed above. Order of screens: Tb MetRS inh, Rin1 Abl inh, MsrA inh, PABP1 MLLE inh, CSN inh, FAS-TE inh, Neddyl block, eLon inh, bovine MsrA act
CC(=O)N1c2ccc(S(=O)(=O)N3CCC(C(=O)NC4CCCC(C)C4C)CC3)cc2CC1C (configuration not stated) reads -0.4, 1, 0.3, -12, -1, -1, i, -1, -2
COc1ccc(-c2noc(CCC(=O)NCCCN3CCC(Cc4ccccc4)CC3)n2)cc1 reads -0.1, -2, -0.7, 1, -2, -5, i, -5, -4

More results:
Structure	Tb MetRS inh	Rin1 Abl inh	MsrA inh	PABP1 MLLE inh	CSN inh	FAS-TE inh	Neddyl block	eLon inh	bovine MsrA act
Cc1cnc(C(=O)OCC(=O)Nc2ccc(Cl)cn2)cn1	-0.3	-1	-1.0	-17	5	-5	i	-4	-5
Cc1ccc(N(Cc2ccccc2)C(=O)c2ccc(Cl)c(S(=O)(=O)N3CCOCC3)c2)cc1	0.3	1	-1.1	0	-3	28	i	-6	-3
CC(=O)c1cccc(NC(=O)c2ccc(N(Cc3ccccc3)S(C)(=O)=O)cc2)c1	-0.8	-2	0.6	4	2	11	i	-6	-2
COc1ccc(Cc2nc3ccc(C(=O)N(C)C(C)c4nccs4)cc3o2)cc1 (configuration not stated)	-0.8	3	-0.9	-12	-2	-2	i	10	-12
CCC(C(=O)OC)n1cnc2c(cnn2-c2ccc(Cl)cc2)c1=O (configuration not stated)	-0.2	0	-0.1	3	0	1	i	0	6
Cc1cccc(-c2onc3ccc(C(=O)/C=C/N(C)C)cc23)c1	0.5	-2	2.8	6	-2	4	i	-8	-2
CCCc1c(C)c2cccc(C)c2[nH]c1=O	-0.8	-1	1.1	-1	-7	-2	i	-7	0
N/C(=N\OC(=O)COc1cc(Cl)c(Cl)cc1Cl)c1ccccn1	-0.2	-1	0.6	11	-3	12	i	-2	-4
CC(C)Oc1ccc(S(=O)(=O)N2CCOCC2)cc1NC(=O)CSc1nnc(C2CC2)n1C	0.4	1	-1.3	4	-1	-10	i	-1	1
CCN(CC)S(=O)(=O)c1ccc(C(=O)Nc2cc(S(=O)(=O)N3CCOCC3)ccc2O)cc1	-0.1	1	-0.8	21	-3	-8	i	-8	-4
CCN(CC)CCCN1C(=O)C(=O)/C(=C(/O)c2ccccc2)C1c1cc(OC)ccc1OC (configuration not stated)	-0.3	0	19*	-6	-4	-5	i	-2	-1
NC(=O)c1ccc(NC(=O)COC(=O)c2ccc(Cl)nc2)cc1	0.1	1	-0.9	-11	-1	-4	i	-8	-2
N#Cc1c(N)nc2c(c1-c1ccncc1)CCCCC2	-1.2	-4	0.9	-2	2	-6	i	-9	-16
Cc1sc2c(c1C)c(=O)n(-c1cccc(C(F)(F)F)c1)c(=O)n2CC(=O)NCc1ccco1	0.5	0	-0.3	5	3	-8	i	-2	-3
COCc1nnc(NC(=O)CSc2ccc(C)cc2)s1	0.3	3	1.9	30	-2	-9	i	5	0
COc1cccc(CN(C(=O)c2ccccc2Cl)C2CCS(=O)(=O)C2)c1 (configuration not stated)	-0.1	-1	0.6	3	-2	-5	i	1	-4
Cc1cccc(NC(=O)C(C)SCc2nc3sc(C)c(C)c3c(=O)[nH]2)n1 (configuration not stated)	-0.1	-1	0.2	-8	5	-14	i	-12	-3
N#Cc1sc2nc(-c3cccs3)cc(-c3ccc(F)cc3)c2c1N	0.0	2	0.3	10	4	-2	·	-8	4
COc1ccc(CCn2c(NN=C3CCCC3)nc3c2c(=O)[nH]c(=O)n3C)cc1	-0.1	-2	0.4	14	4	-6	i	-4	-4
CCCc1c(C(=O)Nc2ccc(N3CCOCC3)cc2)cnn1-c1ccccc1	-0.7	-4	-0.2	-15	2	-1	i	-1	-6
O=C(O)/C=C/c1ccc(OCc2cccc(F)c2)cc1	0.5	0	-0.4	9	-17	-1	i	-6	-3
CCOc1ccc(CCNC(=O)COC(=O)Cn2cnc3c2c(=O)n(C)c(=O)n3C)cc1OCC	-0.3	-1	0.7	-47	1	-4	i	2	-2
Cc1ccc(C(=O)NC(=S)Nc2ccccc2C(F)(F)F)cc1	-0.1	0	0.6	35	-3	26	i	-4	-2
CCN(CC1CCCN(CCc2cccc(OC)c2)C1)C(=O)C=C(C)C (configuration not stated)	-0.2	-2	-0.3	10	1	-6	i	-8	-3
CC12CCC(C(=O)NCc3ccccn3)(OC1=O)C2(C)C (configuration not stated)	-1.1	-3	-0.9	2	-4	-8	i	-8	-5
O=S(=O)(N/N=C/c1ccccc1OCc1ccc(Cl)cc1)c1ccccc1	-0.2	-1	1.2	-15	8	37	i	-26	4
O=C(NC1CCCCC1)C(c1ccc(F)cc1)N(Cc1ccc2c(c1)OCO2)C(=O)c1cnsn1 (configuration not stated)	-0.8	-4	-0.6	-9	0	10	i	-2	-3
Oc1cccc(/C=N/NC(=S)NCCN2CCOCC2)c1O	0.7	5.7*	1.6	31	0	-8	i	-1	-3
Cc1cccc(OCC(=O)NCCCNC(=O)c2ccco2)c1	-0.4	1	-1.0	15	-2	-11	i	0	-3
O=C(c1cccc(Cl)c1)C1CCCN(S(=O)(=O)c2ccccc2)C1 (configuration not stated)	-0.1	1	0.4	-2	2	20	i	-15	-1
CN1CCN(NC(=O)CN2C(=O)/C(=C/c3ccccc3Cl)SC2=S)CC1	-0.8	-5	2.9	33	0	2	i	-21	-8
COc1ccc(C2C(C(=O)c3ccco3)=C(O)C(=O)N2Cc2cccnc2)cc1OC (configuration not stated)	-0.1	0	0.1	12	-4	-1	i	-11	-2
N#Cc1ccc(CN2CCN(C(=O)CC(NC(=O)c3ccccc3)c3ccccc3)CC2)cc1 (configuration not stated)	-0.4	0	-0.6	15	1	-1	i	2	-1
CCOC(=O)Cc1[nH]nc2c1C(Cc1ccccc1)C(C#N)=C(N)O2 (configuration not stated)	0.2	4	1.0	-5	3	0	i	-4	-3
O=C(Nc1ccc(Cl)cc1F)C1CC1c1ccccc1 (configuration not stated)	0.1	2	0.7	-11	0	16	i	-3	-5
O=C(NCCCN1CCOCC1)c1ccc(/C=C2\Oc3ccccc3N(Cc3ccccc3F)C2=O)cc1	0.4	0	1.0	-4	1	9	·	-11	0
Cc1ccc(C(=O)c2cn[nH]c2-c2cc(Cl)ccc2O)cc1	-0.5	1	1.9	6	2	-97	i	-7	0
Cc1cc(NC(=O)c2ccc3nc(-c4ccccc4)c(-c4ccccc4)nc3c2)no1	-0.9	-2	0.8	-4	-6	-4	i	6	-1
COc1cccc(NC(=O)CN2C(=O)c3cccnc3Oc3ccc(Cl)cc32)c1	0.0	0	-0.2	-6	-4	26	i	3	-2
Cc1ccc(NC(=O)CCNC(=O)c2ccc(Br)cc2)nc1	-0.5	-2	-1.8	-8	4	-1	i	-4	-9
CC(C)n1c(=O)c2ccccc2n1C(=O)c1ccccc1	-0.1	-2	0.4	7	0	-5	i	0	-2
CCOc1ccc(S(=O)(=O)N(C)CC(=O)N2CCCC2)cc1	-1.1	3	0.5	8	0	-3	i	-2	-3
Cn1c(=O)c2cc(NC(=O)Cc3ccccc3F)ccc2n1C/C=C/c1ccccc1	0.4	-2	1.7	-2	-1	2	·	-4	0
O=C(C[C@H]1C[C@H](C(=O)N2CCCCC2)[C@@]2(CCc3ccccc3)c3[nH]c4cc(-c5ccco5)ccc4c3CCN2C1=O)NCc1cccc(C(F)(F)F)c1	-0.1	1	1.9	-70	18	14	·	-10	-4
Cc1cccc(C(=O)Nc2cccc(C(=O)N/N=C/c3ccc4c(c3)OCO4)c2)c1	-0.7	-1	2.0	10	2	0	i	-9	-7
Cc1ccc(-n2nnnc2SCC(=O)Nc2ccc3c(c2)OCCO3)cc1C	-1.2	1	-0.4	-6	-1	3	i	5	-11
CCc1noc(C)c1C(=O)N1CCSC1=Nc1cccc(Cl)c1C	-0.1	1	1.2	-3	5	19	i	0	-4
CN(C)c1ccc(/C=N/n2c(-c3ccccc3Br)n[nH]c2=S)cc1	-0.6	-3	1.3	-9	-4	-2	i	-2	-2
CSc1ccc(/C=N/NC(=O)c2ccc(O)cc2)cc1	-1.4	-1	7.9*	0	0	-8	i	14	-7
C#CCn1ccc(O)c(Cc2ccccc2)c1=O	-0.3	2	-0.8	3	3	-7	i	2	-1

Remaining list, next part:
Structure	Tb MetRS inh	Rin1 Abl inh	MsrA inh	PABP1 MLLE inh	CSN inh	FAS-TE inh	Neddyl block	eLon inh	bovine MsrA act
CN(Cc1ccccc1)C(=O)c1ccccc1-c1ccccc1	1.8	2	-0.2	8	-3	6	i	1	-9
Cc1c(CC(=O)N2CCC(O)CC2)c(=O)oc2cc3c(cc12)CCC1(CCCCC1)O3	-0.6	-9	1.3	-7	4	-4	·	-5	-7
O=C(NNc1ccccn1)C(=O)NNS(=O)(=O)c1ccc(Cl)cc1	0.1	1	0.2	-1	-3	-1	i	2	-1
CCn1c(SCC(=O)NCc2ccc(F)cc2)nc2c(c1=O)SC(C)C2 (configuration not stated)	0.6	1	2.5	0	8	-5	i	-6	-2
CC(=O)Nc1ccc(S(=O)(=O)NCC(=O)NNC(=O)c2csc(N3CCOCC3)n2)cc1	-0.2	2	0.6	27	4	-6	i	7	-2
O=C(c1ccc(Cl)cc1)C1C2C(=O)N(c3ccccc3)C(=O)C2C2CCCN21 (configuration not stated)	-1.1	-3	0.9	-3	4	-8	i	6	-4
COn1c2c(c3c4nonc4ccc31)CCCC2	0.5	-5	-0.5	24	0	-8	·	-4	-2
O=C(NCc1ccc(Cl)cc1)C1CCN(C(=O)Cc2ccccc2)CC1	-0.3	-1	-1.8	-5	-1	-2	i	6	0
Clc1ccc(-c2nnc(-c3ccc(Br)cc3)c(N3CCSCC3)n2)cc1	-0.2	-1	-0.3	4	-1	12	i	-6	-2
